# Compound activity: PubChem, National Center for Advancing Translational Sciences (NCATS)
# Tau fibril ThT = qHTS for Inhibitors of Tau Fibril Formation, Thioflavin T Binding; Microtubule-associated protein tau (Homo sapiens), P10636; recombinant tau K18 P301L, heparin-induced fibrillization, ThT fluorescence; Potency, µM (highest dose often 57.4 µM), for inactives: at the highest dose activity, negative = inhibition, actives largely listed as inhibitors; 270,000 tested, 2.1% active; AID 1460, 2008; also: % is scaled to controls: 0 for no effect and ±100 for the full control effect; nearly all actives have a fitted effect of over 55% in size
# Target sequence (P10636 561-689 P618L limits assumed): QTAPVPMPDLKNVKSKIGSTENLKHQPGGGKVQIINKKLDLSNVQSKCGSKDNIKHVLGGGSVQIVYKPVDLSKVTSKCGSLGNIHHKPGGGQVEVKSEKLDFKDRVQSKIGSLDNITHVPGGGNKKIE
#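 Using a mix of unlabeled (15 uM) and Alexa 594-labeled (0.24 uM) tau K18 P301L, heparin-triggered fibrillization over 6 hr at 37 C was scored by ThT fluorescence.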
# Tau fluor counter = Counterscreen qHTS for Inhibitors of Tau Fibril Formation, Fluorescence Polarization | tau K18 P301L (four-repeat tau fragment) Alexa594 fluorescence, heparin fibrillization | 280,000 tested, 0.93% active | Potency, µM (highest dose often 57.7 µM), for the others: at the highest dose activity change, negative = decrease; also: % is scaled to controls: 0 for no effect and ±100 for the full control effect; nearly all actives have a fitted effect of over 55% in size
#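 Human K18 P301L tau (15 uM unlabeled plus 0.24 uM Alexa 594-labeled, final) in 100 mM sodium acetate pH 7 was mixed with compound and 20 uM heparin and incubated 6 hr at 37 C.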
# aGlu spleen mod = qHTS Assay for Inhibitors and Activators of Human alpha-Glucosidase From Spleen Homogenate; AID 2112, 2009; human spleen homogenate, 4-MU-alpha-glucoside fluorescence; 240,000 tested, 0.006% active; Potency, µM (doses to about 79.9 µM), without a hit: at the top dose activity change, negative = inhibition, actives largely listed as inhibitors; Lysosomal alpha-glucosidase (Homo sapiens), P10253;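 also: 0% = enzyme with vehicle and -100% = no enzyme basal signal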
#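 Human spleen homogenate (1 ug) with 4-methylumbelliferyl-alpha-D-glucopyranoside (1 mM final) in 50 mM citrate/phosphate pH 5.0, 0.01% Tween-20; 40 min at 37 C. Stopped at pH 10; 4-MU fluorescence Ex 365/Em 440 nm; AC50 by Hill fit.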
# HTT cytoprotect = qHTS Multiplex Assay to Identify Dual Action Probes in a Cell Model of Huntington: Cytoprotection (ATP). PC12 HTT-Q103 induced, cytoprotection, ATP luminescence, 40 h. Potency, µM (series often up to 56.4 µM), inactives show cytoprotection (ATP increase), usual class: activators. 230,000 tested, 0.14% active;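 also: % of control where 0% means no effect; nearly all actives have a fitted effect of over 45% in size; toxic huntingtin expression switched on by the ecdysone agonist tebufenozide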
#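 PC12 cells stably carrying ecdysone-inducible Htt exon 1 (Q103)–GFP were induced with 100 nM tebufenozide (final) alongside library compounds in a dose series. Cytoprotection was scored as retained ATP by ATPlite luminescence.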
# aGal spleen mod = qHTS Assay for Inhibitors and Activators of Human alpha-Galactosidase From Spleen Homogenate; Alpha-galactosidase A (Homo sapiens), P06280; human spleen homogenate, 4MU-alpha-Gal fluorescence, 40 min; Potency, µM (top dose mostly 80 µM), for inactives: top-dose activity change, negative = inhibition, actives largely listed as inhibitors; 240,000 tested, 0.008% active; AID 2107, 2009;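 also: 0% = enzyme with vehicle and -100% = no enzyme basal signal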
# Target sequence (P06280 32-429 limits assumed): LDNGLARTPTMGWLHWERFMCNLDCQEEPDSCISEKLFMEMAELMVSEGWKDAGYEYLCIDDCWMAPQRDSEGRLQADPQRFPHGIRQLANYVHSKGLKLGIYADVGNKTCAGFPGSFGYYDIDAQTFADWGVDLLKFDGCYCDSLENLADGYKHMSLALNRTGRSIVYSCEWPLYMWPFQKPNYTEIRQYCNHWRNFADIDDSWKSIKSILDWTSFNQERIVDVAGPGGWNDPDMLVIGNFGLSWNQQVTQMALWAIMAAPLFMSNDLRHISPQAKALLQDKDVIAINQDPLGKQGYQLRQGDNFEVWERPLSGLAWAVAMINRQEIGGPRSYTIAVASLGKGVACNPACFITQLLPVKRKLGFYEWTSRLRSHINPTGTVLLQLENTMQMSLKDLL
#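 qHTS titration in buffer at pH 5.0. Alpha-galactosidase activity in spleen homogenate was measured via 4-methylumbelliferone release from 1 mM fluorogenic substrate after 40 min at 37C and a pH 10 stop. AC50 came from Hill fits of control-normalized data.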
# Tau FP inhib = qHTS for Inhibitors of Tau Fibril Formation, Fluorescence Polarization; 280,000 tested, 0.39% active; K18 P301L tau heparin fibrillization, Alexa594 FP, 6 h; Potency, µM (top dose mostly 57.7 µM), for inactives: at the top dose activity, negative = inhibition, actives largely listed as inhibitors; Microtubule-associated protein tau (Homo sapiens), P10636; also: % is scaled to controls: 0 for no effect and ±100 for the full control effect; nearly all actives have a fitted effect of over 55% in size
#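 Read-out: fluorescence polarization of Alexa 594-labeled tau (0.24 uM), 555 nm excitation, 632 nm emission. Mixtures held 15 uM unlabeled K18 P301L, compound and 20 uM heparin, pH 7 acetate buffer, incubated 6 hr at 37 C.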
# GAA glycogen mod = qHTS Assay for Inhibitors and Activators of Human alpha-Glucosidase Cleavage of Glycogen | Lysosomal alpha-glucosidase (Homo sapiens), P10253 | recombinant GAA, glycogen substrate, Amplex Red glucose oxidase fluorescence | Potency, µM (top dose mostly 76.4 µM), inactives show at the highest dose activity change, negative = inhibition, actives largely listed as inhibitors | 300,000 tested, 0.38% active;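 also: 0% = full enzyme reaction and -100% = no-enzyme basal signal; the screen sought inhibitors and activators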
#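 Recombinant enzyme (4 nM final) with compounds titrated up to 77 uM and bovine liver glycogen (30 ug) in citrate pH 5.0, 0.01% Tween-20, 37 C 40 min. Released glucose detected by Amplex Red/glucose oxidase (Ex 573/Em 610); AC50 from Hill fits.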
# GAA inh = qHTS Assay for Inhibitors of Human alpha-Glucosidase as a Potential Chaperone Treatment of Pompe Disease; Lysosomal alpha-glucosidase (Homo sapiens), P10253; purified human GAA, 4-MU-alpha-glucoside fluorescence; Potency, µM (top dose mostly 76.9 µM), for inactives: at the highest dose activity change, negative = inhibition, hits mostly inhibitors; 200,000 tested, 0.005% active; AID 1466, 2008;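 also: plate controls were uninhibited enzyme wells for no effect and no-enzyme background for full effect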
#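 Fluorescence at Ex 365/Em 440 nm from 4-methylumbelliferone reported enzyme activity after 20 min at room temperature. Reactions used 4 nM enzyme and 400 uM substrate at pH 5.0; curves fitted with the Hill equation.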
# * = called active by the depositor; ? = inconclusive; . = not tested or not shown; [ ] = remark or other dose. Calls follow the shape of the dose curve; as a rule, active = well fitted curve in the direction sought with a large enough effect; inconclusive = small, poorly fitted or top-dose-only effect, or another doubt; inactive = no such curve, though single readings can be large; an effect the other way counts as inactive or inconclusive. Potency is read from the fitted curve at half-maximal effect. An unsorted share of the library; about 3.3% have a hit in one of these screens.
SMILES,Tau fibril ThT,Tau fluor counter,aGlu spleen mod,HTT cytoprotect,aGal spleen mod,Tau FP inhib,GAA glycogen mod,GAA inh
CN(C)CCNC(=S)Nc1cccc(Cl)c1,-3.4%,-2.6%,-7.0%,-11.2%,-8.9%,-2.8%,4.1%,-0.3%
Cc1ccc2cc(C(c3nnnn3Cc3ccccc3)N3CCc4ccccc43)c(=O)[nH]c2c1C (configuration not stated),-14.7%,-19.7%,-11.3%,-5.5%,-9.8%,7.0%,0.8%,-0.8%
O=C(NCCN1CCOCC1)c1ccc(CSc2nc3ccncc3n2Cc2ccc(F)cc2)cc1,4.6%,-4.0%,1.4%,-36.7%[inhibitor],-1.8%,3.8%,-8.6%,2.2%
CC1(C)O[C@H]2O[C@@H]([C@H](O)CON3C(=O)c4ccccc4C3=O)[C@H](O)[C@H]2O1,-18.0%[11.5 µM],-18.7%[11.6 µM],-1.8%[17.4 µM],-7.1%[10 µM],9.3%[17.5 µM],-2.9%[11.6 µM],.,.
N#C/C(=C\c1cc2ccccc2nc1N1CCOCC1)C(=O)Nc1ccc(N2CCOCC2)cc1,14.1µM*,?,-3.2%,21.8%[10 µM],-1.3%,-5.6%,7.6%,-23.2%
COc1cc(C(=O)Nc2ccc(Cl)c(C(F)(F)F)c2)cc(OC)c1OC,-9.3%,?,-2.5%,3.2%[10 µM],1.6%,?,11.9%,?
COCCNC(=O)c1ccc(N2CCCCC2)c(NS(=O)(=O)c2ccc(C)cc2)c1,-12.6%,-13.0%,-0.1%,-4.0%[10 µM],2.3%,11.2%,-28.7%,-14.0%
O=C(CCCc1ccccc1)Nc1nncs1,-3.1%,0.7%,-7.3%,15.4%[10 µM],5.0%,-7.0%,0.4%,3.4%
Cc1cccc(OCCn2c(SCC(N)=O)nc3ccccc32)c1,-4.7%,-6.5%,.,.,.,3.1%,-4.4%[76.3 µM],.
O=C(CCSCCC(=O)NCCN1CCOCC1)NCCN1CCOCC1,3.6%,10.7%,-4.5%,-2.0%,-1.1%,-3.0%,-1.6%,-4.3%
C=CCNC(=S)N1CCN(c2ncc3c(=O)c(C(=O)O)cn(CC)c3n2)CC1,-1.8%,3.3%,-7.4%,0.9%,-1.7%,-3.6%,-3.0%,-2.2%
Cc1ccc(C2CC(=O)Oc3cc4c(cc32)OCO4)cc1 (configuration not stated),?,?,-1.6%[119 µM],-24.9%,-4.5%[119 µM],-11.4%[81.3 µM],.,.
Cc1nc(N)sc1-c1csc(Nc2ccccc2)n1,11.2µM*,25.1µM*[quencher],4.0%,-13.8%,3.6%,?,?,-1.3%
Nc1[nH]c(=S)[nH]c(=O)c1-c1ccccc1,2.1%,10.4%,0.0%,7.9%[10 µM],0.7%,-5.7%,-2.3%,-13.7%
N#Cc1ccccc1CSc1nnc2ccc3ccccc3n12,-6.4%,-9.6%,.,.,.,1.3%,14.1%[76.3 µM],.
O=C(Nc1cccc(NC(=O)c2cccs2)c1)c1cccnc1,-5.4%,-4.6%,7.4%,-9.5%[10 µM],-0.6%,4.2%,-9.1%,-0.2%
O=C(C1=C[C@H](C2CC2)C[C@H](OCCCCO)O1)N1CCOCC1,-6.1%,3.3%,5.3%,15.5%[10 µM],10.7%,0.5%,-7.0%,.
Cc1nc(-c2ccccn2)sc1C(=O)O,-0.5%,-3.6%,.,-37.5%[inhibitor],-3.0%,0.1%,-11.4%,-1.2%
COCC(C)NC(=O)CCSc1nc(-c2ccc(OC)cc2)cc(C(F)(F)F)n1 (configuration not stated),-3.2%,3.5%,1.4%,-3.1%[1.9 µM],1.2%,1.2%,-4.0%,-6.6%
Cc1ccc(-c2cnc(NC(=O)CCC(=O)N(C)Cc3ccccc3)n2C)cc1,-17.3%,-6.0%,8.2%,-27.2%,-1.1%,2.2%,-6.8%,-3.2%
CC(NC(=O)/C(=C/c1ccc2c(c1)OCO2)NC(=O)c1cccc([N+](=O)[O-])c1)C(=O)O (configuration not stated),-7.6%,-4.6%,2.1%,-3.3%,10.0%,4.9%,4.0%,-1.1%
CCOC(=O)CN(c1cc([N+](=O)[O-])ccc1OC)S(C)(=O)=O,15.3%,18.1%,-5.2%,-21.3%,2.7%,6.0%,-6.1%,8.1%
CCN(CC)c1ccc2c(Nc3ccccc3)c(C=O)c(=O)oc2c1,-12.6%,-7.2%,-0.6%,2.0%[10 µM],-2.5%,2.8%,19.6%,4.3%
COc1cccc(OC)c1C(=O)Nc1ccc(NC(=O)c2ccco2)cc1,7.1%,2.4%,3.9%,-13.5%,9.1%,-0.7%,9.1%,-0.9%
Cc1ccc(CNC(=O)CN(c2cccc([N+](=O)[O-])c2)S(=O)(=O)c2ccccc2)cc1,-6.8%,-24.3%,-0.5%,0.4%[10 µM],1.1%,5.2%,-4.2%,-2.4%
CCOC(=O)C1CCCN(C(=O)c2cc3c(C)nc4ccccc4c3o2)C1 (configuration not stated),-1.1%,11.3%,0.4%,-26.2%[10 µM],11.0%,8.6%,-10.9%,-7.2%
CC(C)(C)c1ccc(C(=O)NCc2nnc(SCC(=O)N3CCCc4ccccc43)n2-c2ccccc2)cc1,7.2%,7.3%,-10.5%,-13.5%[10 µM],-19.7%,-0.3%,6.0%,2.9%
CCOc1ccc(C(C)NC(=O)C2CCCC2)cc1 (configuration not stated),2.1%,-2.5%,-6.9%,.,5.2%,0.6%,-3.1%,6.4%
COc1ccc2c(c1)C1C=CCC1C(c1cc3c(cc1Br)OCO3)N2 (configuration not stated),?,?,-12.7%,-102.4%[inhibitor],1.2%,4.3%,-17.9%,3.7%
Cn1c(CSCC(=O)Nc2ccccc2)nnc1SCc1ccccc1,-5.3%,-9.2%,2.4%,12.2%[10 µM],4.7%,-7.4%,5.9%,.
COc1cc(C(=O)NC(=S)N2CCCCCC2)cc(OC)c1OC,0.3%,2.2%,-1.2%,.,-3.3%,-1.7%,-16.7%,-1.7%
Cc1cc(-c2cccs2)c2c(n1)sc1c(=O)[nH]c(=O)[nH]c12,-14.1%,-0.2%,2.8%,-27.2%,6.3%,5.8%,2.6%,-5.3%
CCOC(=O)/C(C#N)=C1/SC(CCO)C(=O)N1c1ccccc1 (configuration not stated),?,-20.0%,3.5%,-15.6%,-3.7%,-5.7%,5.8%,5.3%
O=C(COC(=O)CCC1CCCC1)Nc1ccccc1Sc1ccccc1,-7.8%,-1.1%,-8.3%,.,1.6%,6.9%,-3.0%,3.3%
Cc1ccsc1-c1nc(CN2C[C@@H](C)O[C@@H](C)C2)c(C)o1,-7.8%,-10.4%,-1.2%,-10.4%[10 µM],-2.9%,5.3%,-4.7%,-1.1%
Cc1ccccc1N1C(=O)C2ON(c3ccccc3)C(c3ccncc3)C2C1=O (configuration not stated),-12.3%,-9.8%,-6.0%,-4.0%,-0.7%,-7.6%,-1.8%,-3.6%
CC1(C)NC(=O)N(CCCCOc2ccc(Cl)cc2C=O)C1=O,0.3%,9.6%,5.8%,-64.6%[inhibitor],7.5%,3.8%,15.2%,3.2%
O=c1cn[nH]c2ccccc12,-4.6%,-9.4%,-3.5%,0.0%[10 µM],-9.2%,-4.6%,-4.2%,.
CSc1nc(N(C)CCO)c2sc3nc(-c4ccco4)c4c(c3c2n1)CCC4,?,-1.1%,-5.6%,21.8%,4.9%,-11.0%,13.5%,2.6%
NC1=NC(c2ccc(Cl)cc2)N(c2ccc(S(N)(=O)=O)cc2)C(N)=N1 (configuration not stated),0.6%,-0.7%,1.8%,6.4%[10 µM],-3.9%,0.7%,-3.7%,-4.0%
Cc1cc(OCC(F)(F)C(F)(F)C(F)(F)C(F)(F)C(F)(F)C(F)F)nc(N)n1,-3.8%,-15.7%,-8.0%,28.7%,1.1%,-3.5%,-22.0%,-10.2%
Cc1ccc(-c2csc3ncnc(NS(=O)(=O)c4ccc(Cl)cc4)c23)cc1,?,-0.9%,-0.9%,3.0%[10 µM],0.3%,8.7%,-1.9%,-5.5%
COCCCNC(=S)NNC(=O)c1cc(Cl)c(O)c(Cl)c1,-6.4%,-1.4%,1.2%,24.9%[10 µM],6.3%,-7.5%,?,.
Nc1ccc(Nc2nc(-c3cccs3)cs2)cc1,2.6%,8.9%,-3.8%,23.8%[10 µM],-0.4%,-2.5%[2.34 µM],22.0%,10.6%
Cc1cc(N/N=C2/CCCc3ccccc32)nc2ccccc12,?,-29.8%,-11.7%,-20.8%[10 µM],6.4%,3.5%,-20.7%,2.3%
CC(=O)N(C(C)=O)N1C(=O)/C(=C/c2ccc(Cl)cc2)SC1=S,?,-8.6%,.,-0.8%,-9.4%,-10.4%,-6.6%,-9.9%
CCOC(=O)CNC(=S)N(CCCN1CCCCC1)Cc1cccs1,3.3%,-0.1%,3.5%,-14.9%,-16.9%,-5.1%,-24.8%,-11.6%
